# MOR-DOR ag: agonists of OPRM1-OPRD1 heterodimerization, primary screen, cell-based, luminescence; actives 0.3% (n = 340,000); cells; activation, % at 9.3 µM; Mu-type opioid receptor (Homo sapiens) + Delta-type opioid receptor (Homo sapiens), …; in the data active = activation above about 18%;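 note: 0% = vehicle-treated cells and 100% = reference agonist; values of inactives mirror those of a sister screen read the other way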
# PKA-R2B act: activators of PKA-R2B holoenzyme, primary screen, biochemical, fluorescence polarization, Cy5-IP20, human; cAMP-dependent protein kinase catalytic subunit beta (Homo sapiens) + cAMP-dependent …; activation, % at 11.4 µM; AID 504700, 2011; actives 0.079% (n = 340,000); PKA-R2B holoenzyme dissociation; R2B truncated from residue 108, S112A mutant; 0% DMSO only, 100% 113 µM cGMP;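 active = activation above a cutoff set at the mean over all compounds plus 3 SD, cut at about 18% in these data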;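 note: higher means more holoenzyme dissociation and a rise in polarization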
# Target sequence (P31323 whole entry, looked up, other chains not shown, the tested form may be a part): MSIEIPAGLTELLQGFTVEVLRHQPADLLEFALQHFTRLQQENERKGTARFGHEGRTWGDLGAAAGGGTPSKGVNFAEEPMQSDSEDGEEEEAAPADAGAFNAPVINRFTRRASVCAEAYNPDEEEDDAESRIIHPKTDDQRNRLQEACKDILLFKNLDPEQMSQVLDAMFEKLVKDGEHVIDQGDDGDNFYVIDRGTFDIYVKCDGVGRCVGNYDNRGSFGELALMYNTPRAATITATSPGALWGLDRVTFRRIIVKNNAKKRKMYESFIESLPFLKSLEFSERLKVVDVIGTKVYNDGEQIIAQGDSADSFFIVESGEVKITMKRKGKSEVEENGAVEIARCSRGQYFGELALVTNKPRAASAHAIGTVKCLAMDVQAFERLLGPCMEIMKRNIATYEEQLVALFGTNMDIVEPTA
# phage Ecoli inh: growth loss of phage-infected E. coli, primary screen, RecBCD inhibitor project, absorbance, with phage, HTS; inhibition, % at 11.9 µM; actives 0.26% (n = 360,000); AID 651602, 2012; in the data active = inhibition above about 11%
# Mot1-301 SUMO: yeast Mot1-301 growth rescue at high temperature, primary screen, SUMOylation pathway inhibitor project, S. cerevisiae, ATP luminescence, 38.5C | actives 1% (n = 320,000) | S. cerevisiae Mot1-301 growth rescue; percent above DMSO median, 100 means doubled | growth rescue, % at 18.8 µM;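 active = every valid replicate shows activation above 250% relative to neutral control wells; inactive = the rest, any valid replicate at or below 250%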;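 note: OY570 slx delta 5 strain wells were the positive control but not used for scaling; some compounds called inactive have numbers as strong as hits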
# Ecoli viability: E. coli V3065 growth inhibition, primary screen, counter-screen for AddAB inhibitor project, absorbance, OD600 | actives 0.27% (n = 330,000) | inhibition, % at 11.9 µM | 18 h;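 active = inhibition above the campaign's mean inhibition across all tested compounds plus 3 SD, cut at about 9.9% in these data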;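 note: uninfected addAB+ strain grown without phage in ampicillin broth; 0% = DMSO wells and 100% = ciprofloxacin 0.95 µg/ml wells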
# HTR5A inv ag: HTR5A inverse agonists in luminescence cell assay, primary screen, counter-screen for OPRM1-OPRD1 heterodimer inverse agonist project, full-deck HTS | actives 0.083% (n = 340,000) | 5-hydroxytryptamine receptor 5A (Homo sapiens), P47898 | inhibition, % at 9.3 µM | HTR5A cell line, inverse agonism; in the data active = inhibition mostly above about 23%, no sharp cut-off; inactive = mostly below about 18%;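 note: 0% = cells with DMSO and 100% = no-cell wells with DMSO; some compounds called inactive have numbers as strong as hits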
# Target sequence (P47898 whole entry, looked up): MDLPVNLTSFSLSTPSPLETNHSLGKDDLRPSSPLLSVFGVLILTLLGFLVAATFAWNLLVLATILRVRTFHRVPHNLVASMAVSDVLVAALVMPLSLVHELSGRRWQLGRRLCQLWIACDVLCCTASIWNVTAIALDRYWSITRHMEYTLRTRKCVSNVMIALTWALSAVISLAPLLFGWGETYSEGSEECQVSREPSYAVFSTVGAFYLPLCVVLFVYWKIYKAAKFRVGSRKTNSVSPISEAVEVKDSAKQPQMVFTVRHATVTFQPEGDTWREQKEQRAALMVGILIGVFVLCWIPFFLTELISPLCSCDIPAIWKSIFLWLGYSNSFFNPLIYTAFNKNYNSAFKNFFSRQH
# PKA-R1A activ: activators of PKA-R1A holoenzyme, primary screen, biochemical, fluorescence polarization, Cy5-IP20, bovine R1A, mouse PKAc; cAMP-dependent protein kinase type I-alpha regulatory subunit (Bos taurus) + …; PKA-R1A dissociation; scaled: DMSO 0%, 113 µM cGMP 100%; activation, % at 11.4 µM; actives 0.083% (n = 340,000); AID 504707, 2011;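 active = percent activation above the mean of all tested compounds plus 3 SD, cut at about 19% in these data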;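 note: higher means more PKAc released from R1A so a rise in polarization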
# Tat transport: E. coli Tat export inhibitors, primary screen, MC4100, TorA-mCherry reporter, fluorescence, single point; actives 0.036% (n = 340,000); inhibition, % at 10 µM;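 active = mean replicate inhibition at least 50% and at least half of replicates individually reaching 50%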;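 note: exported cargo escapes ClpAP degradation while cytoplasmic cargo is degraded and loses fluorescence; 0% = median of neutral control wells and 100% = median of NaSCN control wells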
# AddAB inh: growth inhibition of E. coli expressing H. pylori AddAB, primary screen, AddAB inhibitor project, absorbance | actives 0.29% (n = 330,000) | inhibition, % at 11.9 µM | AID 435030, 2010; in the data active = inhibition above about 12%;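 note: 0% = vehicle wells of infected cells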
# PfHsp90 set2: growth inhibition of PfHsp90-expressing yeast, primary screen, antimalarial PfHsp90 inhibitor project, S. cerevisiae, BacTiter-Glo luminescence, single point, set 2; BacTiter-Glo ATP, 48 h; yeast lacking PDR1 and PDR3 efflux regulators; inhibition, % at 9.4 µM; actives 0.32% (n = 310,000); AID 504621, 2011;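 active = every replicate shows inhibition above about 80%, whatever the replicate mean, limit read from the data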;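 note: 0% = DMSO neutral controls and 100% = 20 µM radicicol positive controls; yeast relying on Plasmodium falciparum Hsp90 in place of its own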
# OPRM1-OPRD1 inv: inverse agonists of MOR-DOR heterodimerization, primary screen, cell-based, luminescence; Mu-type opioid receptor (Homo sapiens) + Delta-type opioid receptor (Homo sapiens), …; cell-based MOR-DOR heterodimer luminescence, inverse agonism; inhibition, % at 9.3 µM; actives 0.21% (n = 340,000); in the data active = inhibition above about 22%, passing the limit was not always enough;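 note: 0% = cells with DMSO and 100% = wells without cells with DMSO; values of inactives mirror those of a sister screen read the other way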
# An asterisk follows results filed as active; . = not tested or not shown.
# Each structure is followed by: MOR-DOR ag	PKA-R2B act	phage Ecoli inh	Mot1-301 SUMO	Ecoli viability	HTR5A inv ag	PKA-R1A activ	Tat transport	AddAB inh	PfHsp90 set2	OPRM1-OPRD1 inv
- COc1ccc(C(=O)CSc2nnc(Cc3ccccc3)o2)cc1
  0.6	-7	3.5	116	1.7	-2	-9	5	3.0	-8	-3
- CCC(C)NC(=O)C1CCN(C(=O)N(C)C)CC1 (stereo not given)
  4.2	-5	1.2	3	1.4	-23	5	-2	0.4	15	-26
- CC(C)=C1C(=O)NN(c2cccc(Cl)c2)C1=O
  -1.2	-8	2.7	30	1.6	1	3	7	7.0	-21	7
- CC(C)C[C@H](N)c1nnc(S(=O)(=O)Cc2cccc(F)c2)o1
  -1.5	2	2.6	50	1.1	-10	-12	-8	1.0	31	9
- O=C(CSc1nnc(NC(=O)c2cccc(F)c2)s1)NC1CC1
  -2.4	-6	1.6	-8	-2.2	-23	-8	6	3.7	-3	16
- CCN(CC)c1ccc(S(=O)(=O)N2CCOCC2)cc1NC(=O)CNCc1cccc(Cl)c1
  3.5	-6	2.9	.	.	-12	-17	6	.	13	-18
- CCCCOc1ccc(C(=O)Nn2cnnc2)cc1
  -1.4	1	2.7	-2	-1.0	-2	6	-9	-0.4	.	8
- Cc1nn(Cc2ccccc2)c(Cl)c1/C=C/C(=O)OCC(=O)NC(C)C(C)C (stereo not given)
  0.6	-3	2.4	0	2.4	11	-2	-4	1.1	-17	-3
- O=C(NN=C1CCCCC1)c1ccccc1OCc1ccc(F)cc1
  0.4	-11	3.0	7	-2.7	18	-8	13	-1.4	-5	-2
- CCN(CC)C(=O)C1CCCN(c2ccc([N+](=O)[O-])cc2/C=N/NC(=O)c2ccc([N+](=O)[O-])cc2)C1 (stereo not given)
  4.2	8	1.6	-14	-2.4	-10	-4	1	1.9	.	-24
- Cc1ccc2nc(-c3ccc(SCC(=O)Nc4cc(C)on4)nc3)[nH]c2c1
  1.3	-6	2.2	-15	-0.9	3	-5	2	1.1	35	-7
- CCOc1ccc2[nH]c(=O)c(CN(Cc3ccco3)C(=O)c3ccc(Br)cc3)cc2c1
  3.2	-12	-1.3	.	.	13	-16	-4	.	4	-16
- COC(=O)c1ccc(C(=O)OC)c(NC(=O)CSc2cccc[n+]2[O-])c1
  -2.7	4	3.3	6	2.1	-6	2	-7	0.8	-5	14
- Cc1nnc(SCC(=O)NC2CC2)s1
  -3.7	0	0.6	5	-1.8	18	-8	-4	2.6	-2	12
- Cc1cccc(NC(=O)CN2CCOCC2)c1C
  0.4	9	2.0	-12	1.0	-36	-3	-4	5.7	-15	-2
- Cc1cccc(NS(=O)(=O)c2cccc(C(=O)NCc3ccccc3CN3CCOCC3)c2)c1
  0.4	1	2.6	-16	-0.1	1	-9	1	0.4	-9	-1
- CCc1nc2ccc(C(=O)Nc3nnc(C)s3)cc2nc1CC
  -3.6	1	3.2	12	-2.2	1	11	-8	-1.9	-38	18
- OCC1(Cc2cccc(Cl)c2)CCCN(Cc2ccc3cc(F)ccc3n2)C1 (stereo not given)
  4.8	-5	0.3	-8	-3.7	-11	-14	0	-4.3	-6	-23
- CSc1nc(N(C)CCO)c2sc3nc(-c4ccco4)c4c(c3c2n1)CCC4
  -0.6	3	.	-1	3.4	-9	-9	6	2.2	.	3
- CCOC(=O)/C(C)=N/NC(=O)c1cccc([N+](=O)[O-])c1
  -2.5	-2	3.1	10	0.2	13	8	5	0.3	-25	13
- CN1CCC=C(C(=O)N2c3ccccc3Sc3ccc(Cl)cc32)C1
  2.0	7	-0.1	-23	1.2	-17	9	8	1.3	-3	-11
- CCN(CC)S(=O)(=O)c1ccc(NC(=O)COC(=O)c2ccc(NC(=O)CC#N)cc2)cc1
  -4.7	0	2.0	11	1.5	3	14	2	0.9	25	21
- O=C1CN(C(=O)CSc2nnc3ccccn23)c2ccccc2N1
  -0.5	-18	3.3	-2	2.2	2	-7	3	0.9	-1	3
- COc1cc(OC)c(C(=O)CCC(=O)O)cc1OC
  -2.3	-7	1.9	-10	0.7	-12	-6	-4	3.0	.	12
- COc1ccc(-c2nnc3ccc(SCC(=O)Nc4nc5ccc(C)cc5s4)nn23)cc1OC
  -0.1	-7	2.0	39	0.0	-5	-5	-6	0.2	-29	1
- CCCC(=O)N=c1sc2cccc(F)c2n1C
  1.9	-3	0.6	-8	0.3	3	7	-4	2.5	11	-11
- COCCNC(=S)N(CCc1c(C)[nH]c2ccc(Cl)cc12)Cc1cccs1
  3.8	-3	3.4	45	-0.3	-18	-3	16	2.3	-7	-19
- COC(=O)CN1C(=O)COc2ccc(S(=O)(=O)NCc3ccc(F)cc3)cc21
  -0.2	11	2.4	-22	1.9	-9	5	-1	5.1	14	1
- Cn1c(SCC(=O)NNC(=O)c2ccccc2O)nnc1-c1ccccc1
  0.5	0	1.9	19	2.6	-2	-9	-1	1.0	19	-4
- COc1cc(-c2cc(C(F)(F)F)n3ncc(C(=O)O)c3n2)cc(OC)c1OC
  0.8	3	1.6	4	-1.1	-37	-9	-7	5.5	11	-4
- O=C1C(=O)N(CCN2CCOCC2)C(c2ccc(Cl)cc2)/C1=C(/O)c1ccc(S(=O)(=O)N2CCOCC2)cc1 (stereo not given)
  -0.2	3	.	-21	-0.3	-5	-3	2	3.9	-33	1
- CCc1noc(C)c1C(=O)Nc1ccccc1C(C)(C)C
  -3.1	-7	2.8	3	0.8	-6	-6	-2	-0.2	-8	17
- CC(C)(C)NC(=O)CN(C(=O)CCN1CCCc2ccccc21)C(C)(C)C
  -1.4	7	2.1	6	-0.2	-14	-4	1	-0.2	-5	8
- CSc1cccc(CN2CCCC(CNC(=O)c3ccco3)C2)c1 (stereo not given)
  -3.7	7	1.8	5	2.0	9	2	7	2.3	-12	19
- CCC1C(=O)C(C)(C)C(=O)OC1c1ccc([N+](=O)[O-])cc1 (stereo not given)
  -1.0	4	-0.2	4	-0.3	6	-4	-15	2.6	22	5
- Cc1nnsc1C(=O)NNC(=O)c1ccc(C(F)(F)F)cc1
  -3.6	-2	-2.2	-5	1.7	-7	-10	-2	-0.6	12	19
- COc1cc2c(c(OC)c1OC)-c1ccc(OC)c(=O)cc1C(NC(=O)c1ccccc1)CC2 (stereo not given)
  -3.0	-1	4.6	.	.	8	11	-1	.	-18	13
- O=C1CCN(Cc2ccccc2)CCN1[C@H](CO)c1ccccc1
  -0.8	-9	3.6	-5	-0.6	-18	-10	-2	-0.6	-11	5
- CCc1nc2oc3ccccc3c(=O)c2c(=O)n1Cc1ccccc1
  -3.4	-5	2.0	42	0.3	0	-13	2	2.0	-22	21
- CC(=O)Nc1cccc(/C(C)=N/N2C(C)CCCC2C)c1 (stereo not given)
  -1.8	-6	0.9	57	-1.9	-2	-4	-1	6.0	11	9
- CCOC(=O)CNC(=O)N1CCCC(C(=O)c2cc(C)c(OC)c(C)c2)C1 (stereo not given)
  -4.7	16	0.9	-9	0.9	17	-3	2	5.5	2	22
- CC(C)N(C(=O)Cn1c(SCC(=O)NC2CC2)nc2ccccc21)C(C)C
  .	1	-1.3	339	-1.9	.	-4	4	3.5	8	.
- COc1ccc(CN2CCOCCOCCOCC2)cc1
  -1.8	0	1.8	39	1.5	-1	-5	-7	7.7	0	9
- CCOCC(=O)Nc1nnc(SCCOC)s1
  -1.6	-10	0.9	-4	1.1	-10	-8	0	0.8	17	8
- CC1CCCCC1NC(=O)CC1Oc2ccccc2NC1=O (stereo not given)
  -1.6	-7	2.1	-26	-1.5	-7	13	0	1.9	11	8
- CCc1ccc2oc(-c3cc(N)ccc3Cl)nc2c1
  2.5	-4	1.7	143	-1.9	1	-7	-8	-0.8	-19	-15
- Cc1ccc(CNC(=O)C2CCC(=O)N(CCc3cccc(F)c3)C2)s1 (stereo not given)
  -4.9	0	1.0	.	.	-2	-1	-1	.	-1	25
- COc1ccc(C(=O)O/N=C(/c2ccccc2)c2ccncc2)cc1
  -0.3	6	2.5	21	-1.3	26	1	1	-0.3	-28	2
- N#CCc1c(C#N)c(N)nc(N2CCOCC2)c1C#N
  0.7	-2	2.9	6	-1.3	5	1	-6	4.4	10	-4
- NS(=O)(=O)c1ccc(NC(=O)CSc2nc3ccccc3n2-c2ccccc2)cc1
  0.7	-3	3.3	-7	-0.2	-12	-1	-4	2.7	-7	-4
- O=C1CC(N2CCCCCC2)C(=O)N1c1ccc2c(c1)OCO2 (stereo not given)
  -0.7	9	5.4	32	0.7	15	4	-4	2.4	121*	4
- Cn1c(Cc2nc3ccccc3n2C)nc2ccccc21
  0.0	4	1.4	19	-0.5	28	-2	-2	1.5	-4	0
- COc1ccc(C(=O)Nc2ccc(Cl)cc2C(=O)N2CCOCC2)cc1
  -3.9	8	0.9	-3	0.8	5	5	0	-0.1	-6	20
- CC(OC(=O)CNC(=O)COc1ccccc1)C(=O)N(C)Cc1ccccc1 (stereo not given)
  -2.6	-9	2.5	-1	0.6	-5	0	2	-1.4	24	14
- CCOc1cc(C(=O)N2CCCC2)cc(OCC)c1OCC
  -2.0	-9	-0.9	-21	-1.5	17	-13	2	-0.9	-9	11
- CCCCCCCCCC[n+]1cccc(C(=O)N(CC)CC)c1
  -1.0	-13	4.3	17	-0.9	13	-20	-8	-0.5	14	6
- CC(C)c1nc(Cl)c(C#N)c2c1CSC(C)(C)C2
  3.2	6	1.4	9	-2.6	9	-7	-13	2.7	12	-16
- CC(NCc1ccc2c(c1)OCO2)C(=O)N1CCc2ccccc21 (stereo not given)
  0.5	-9	1.2	-17	-0.3	-10	-11	4	1.7	4	-3
- O=C(Nc1ccc(N2CCCC2)c(S(=O)(=O)Nc2cccc(C(F)(F)F)c2)c1)c1cccs1
  9.1	-3	2.1	3	-2.1	9	13	2	3.0	-36	-47
- CCc1cc2c3c([nH]c2cc1S(=O)(=O)N1CCC2(CC1)OCCO2)CCCC3=O
  -3.8	-1	1.4	18	-2.4	4	-8	-3	4.4	24	20
- O=C(CSCc1ccccc1Br)NC1CC1
  -0.9	2	-1.2	-3	0.7	3	-9	2	1.6	9	4

# Screening results (PubChem)
